From PubChem
BLM helicase inh: blocks DNA unwinding by human BLM helicase. 0.2% of 350,000 active. Potency, µM (top dose mostly 56.1 µM), inactives show top-dose activity change, negative = inhibition, hits mostly inhibitors. P54132. recombinant BLM DNA unwinding, fluorescence dequenching;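 note: plate controls were vehicle for no effect and no enzyme for full effect; nearly all actives have a fitted effect of over 35% in size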
JMJD2A Tudor: blocks the human JMJD2A Tudor domain; AID 504339; O75164; Potency, µM (series often up to 114 µM), for the others: top-dose activity change, negative = inhibition, actives largely listed as inhibitors; 4.4% of 390,000 active; AlphaScreen JMJD2A-Tudor / H3K4me3 peptide binding; note: % is set by controls: 0 for no effect and ±100 for the full control effect; nearly all actives have a fitted effect of over 50% in size
Target sequence (O75164 whole entry, looked up, the tested form may be a part): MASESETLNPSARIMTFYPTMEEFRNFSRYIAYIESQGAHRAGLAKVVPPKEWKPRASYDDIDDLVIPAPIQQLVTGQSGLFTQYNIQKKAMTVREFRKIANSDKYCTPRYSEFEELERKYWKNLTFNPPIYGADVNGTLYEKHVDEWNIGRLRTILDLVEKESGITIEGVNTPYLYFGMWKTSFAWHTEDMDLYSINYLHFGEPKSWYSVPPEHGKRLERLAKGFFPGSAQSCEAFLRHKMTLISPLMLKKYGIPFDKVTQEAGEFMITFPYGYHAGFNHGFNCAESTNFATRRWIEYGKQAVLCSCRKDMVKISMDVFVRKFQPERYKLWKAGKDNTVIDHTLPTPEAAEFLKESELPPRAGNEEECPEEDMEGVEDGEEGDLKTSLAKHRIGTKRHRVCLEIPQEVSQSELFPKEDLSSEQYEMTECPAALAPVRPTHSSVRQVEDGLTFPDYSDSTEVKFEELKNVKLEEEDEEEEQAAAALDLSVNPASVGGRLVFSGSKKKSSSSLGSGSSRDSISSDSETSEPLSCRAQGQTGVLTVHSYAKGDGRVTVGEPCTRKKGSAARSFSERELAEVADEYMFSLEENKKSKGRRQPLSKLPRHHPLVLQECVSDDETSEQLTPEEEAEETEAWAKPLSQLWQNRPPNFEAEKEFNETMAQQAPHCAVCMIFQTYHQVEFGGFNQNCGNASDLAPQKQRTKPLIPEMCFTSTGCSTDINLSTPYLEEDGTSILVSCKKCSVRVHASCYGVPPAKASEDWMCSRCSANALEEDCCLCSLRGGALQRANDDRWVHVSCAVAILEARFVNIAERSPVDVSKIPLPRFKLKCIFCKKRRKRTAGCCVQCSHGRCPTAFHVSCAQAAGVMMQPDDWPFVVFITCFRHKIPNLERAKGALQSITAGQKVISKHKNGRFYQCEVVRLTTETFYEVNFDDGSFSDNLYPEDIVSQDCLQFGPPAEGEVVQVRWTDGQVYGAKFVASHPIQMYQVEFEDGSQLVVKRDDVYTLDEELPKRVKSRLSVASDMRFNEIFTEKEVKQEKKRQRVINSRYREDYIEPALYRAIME
Pin1 inhibitor: inhibitors of human Pin1; Q13526; Pin1 FP peptide displacement, HiFluor488, 10 min; Potency, µM (series often up to 115 µM), for inactives: at the highest dose activity, negative = inhibition, usual class: inhibitors; 0.009% of 390,000 active; AID 504891; active = well fitted inhibition curve with a large enough effect in the polarisation, with a control signal flat, not every such curve was filed as active; inconclusive = small, poorly fitted or top-dose-only effect, or effect the other way, or a change in a side signal; inactive = no such curve, though single readings can be large or run the other way; the % refers to the polarisation; note: % is set by controls: 0 for no effect and ±100 for the full control effect
PGK inhibitor: blocks T. brucei phosphoglycerate kinase. PGK/GAPDH coupled, Kinase-Glo luminescence, 60 min. Potency, µM (titrated, usually from 57.5 µM), for the others: at the highest dose activity change, negative = inhibition, actives largely listed as inhibitors. 0.043% of 380,000 active. AID 602233; note: % is set by controls: 0 for no effect and ±100 for the full control effect; nearly all actives have a fitted effect of over 60% in size
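Luminescent ATP detection (Kinase-Glo Plus) follows a 60-minute room-temperature incubation, with wells lacking PGK as controls. Buffer: 100 mM TEA (pH 7.6), 5 mM MgCl2, 0.01% Tween-20. Coupling enzyme GAPDH (100 nM final) supplies unstable 1,3-BPG in-well.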
G9a inh: blocks human histone lysine methyltransferase G9a; Q96KQ7; G9a H3K9 monomethylation, AlphaScreen, 2 h; Potency, µM (highest dose often 102 µM), for the others: at the top dose activity, negative = inhibition, usual class: inhibitors; 8.8% of 350,000 active; AID 504332; note: % is set by controls: 0 for no effect and ±100 for the full control effect; nearly all actives have a fitted effect of over 75% in size
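Readings reflect AlphaScreen signal from monomethyl-H3K9 antibody detection. HMT at 20 nM; substrate b-H3K9 500 nM; cofactor SAM 20 uM; 2 h RT reaction; compounds tested as titrations in qHTS with 15 min preincubation.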
HP1b binding inh: inhibitors of HP1-beta chromodomain binding to methylated histone tails; P83916; AlphaScreen HP1-beta / biotin-H3K9me3 peptide binding; Potency, µM (titrated, usually from 114 µM), without a hit: at the highest dose activity change, negative = inhibition, hits mostly inhibitors; 0.56% of 390,000 active; AID 540317; note: nearly all actives have a fitted effect of over 70% in size; inactives centre near 23
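AlphaScreen: HP1-beta (50 nM) preformed 30 min with biotin-H3(1-18)K9me3 peptide (50 nM) in PBS pH 7.4, 0.01% Tween-20. Compound added for 30 min at RT, then streptavidin donor/nickel chelate acceptor beads (10 ug/mL) for 30 min.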
GLS inhibitor: glutaminase GLS (human) inhibition; O94925; GLS enzymatic activity, qHTS titration; Potency, µM (doses to about 45.5 µM), inactives show at the top dose activity change, negative = inhibition, most hits filed as inhibitors; 0.21% of 410,000 active; AID 624170; note: % is set by controls: 0 for no effect and ±100 for the full control effect
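hKGA in 45 mM KH2PO4 pH 8.2, 0.02% Tween-20 with pin-transferred compounds; 1 mM L-glutamine (stock) plus glutamate oxidase/HRP/Amplex Red coupling added. Fluorescence read initially and after 30 min at RT.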
Pol iota inh: inhibitors of human DNA polymerase iota; Q9UNA4; Pol iota fluorescent replication assay, 10 min; Potency, µM (doses to about 115 µM), for the others: at the top dose activity, negative = inhibition, actives largely listed as inhibitors; 1% of 390,000 active; AID 588590
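Fluorescent replication assay read twice, at 0 min and 10 min after adding 50 nM (final) substrate. Enzyme (10 nM) and compounds were first incubated 15 min at room temperature; enzyme-free buffer wells were negative controls.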
BAZ2B inh: blocks human BAZ2B; Q9UIF8; AlphaScreen BAZ2B-H3K14Ac peptide displacement; Potency, µM (titrated, usually from 114 µM), without a hit: at the top dose activity change, negative = inhibition, hits mostly inhibitors; 4.4% of 360,000 active; AID 504333; note: % is set by controls: 0 for no effect and ±100 for the full control effect; nearly all actives have a fitted effect of over 60% in size
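Multi-concentration screen (max 110 uM) measuring displacement of acetylated histone H3 peptide from BAZ2B by AlphaScreen, using 50 nM protein, 50 nM peptide and 10 ug/mL streptavidin donor plus Ni-chelate acceptor beads.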
* = called active by the depositor; i = inactive; ? = inconclusive; . = no result given; & = joins results of further samples; [ ] = dose if it differs, or a comment. Unless noted, calls come from the whole dose curve; as a rule, active = well fitted curve in the direction sought with a large enough effect; inconclusive = small, poorly fitted or top-dose-only effect, or another doubt; inactive = no such curve, though single readings can be large; an effect the other way counts as inactive or inconclusive. Potency is the fitted concentration of half-maximal effect. Not all compounds are listed (hit frequency here may not be typical).

SMILES	BLM helicase inh	JMJD2A Tudor	Pin1 inhibitor	PGK inhibitor	G9a inh	HP1b binding inh	GLS inhibitor	Pol iota inh	BAZ2B inh
CSc1nsc(SCC(=O)Nc2ccc(OC(C)=O)cc2)n1	0%	1%	-3%	-3%	-26%	52%[activator]	-9%	-18%	-7%
NNc1nc2sc3c(c2c(=O)n1C1CCCCC1)CCN(Cc1ccccc1)C3	-4%	6%	2%	-9%	50µM*	23%	8%	159%[activator]	-35%
COc1c(F)cc2[nH]c3c(c2c1F)CCNC3=O	.	-11%	3%	-9%	.	51%[activator]	-5%	37%[activator]	.
O=C(COc1ccccc1)NCC(=O)N/N=C/c1cccs1	1%	-6%[11.4 µM]	-2%	-5%	11%[59 µM]	61%[activator]	-9%	-4%	1%
COc1ccc(NC(=O)CCc2c(C)nc3cc(-c4cccc(F)c4)nn3c2C)cc1Cl	-1%	4%	-2%	-5%	-9%[59 µM]	17%	-9%	-14%	-10%
O=C(O)CCNC(=S)Nc1cccc(F)c1	-3%	-7%	6%	7%	-49%	39%[activator]	4%	?	-5%
COc1ccc(-c2csc(Cc3nnc(N4CCOCC4)n3-c3ccccc3)n2)cc1	-1%	-21%	-1%	.	50µM*	19%	10%	18%	5%
O=C(Nc1ccccc1N1CCCC1)c1ccc(Cl)cc1Cl	-5%	-29%	-4%	-7%	-7%	24%	12%	8%	6%
CC1CN(c2ccc(S(=O)(=O)N3CCCC3)cn2)CC(C)O1 (stereo not given)	0%	-4%[11.4 µM]	-7%	i	6%	71%[activator]	-4%	36%	-3%
Cc1ccccc1-c1noc(-c2ccccc2C(=O)N2CCCC2)n1	2%	-19%	-1%	-5%	0%	31%	1%	11%	1%
CCc1cc(C(=O)N/N=C/c2ccc(O)cc2O)c2ccccc2n1	-6%	79µM*	-9%	-6%	13%	35%	3%	7%	45µM*
O=C(O)C1CC=CCC1C(=O)NCc1ccccc1 (stereo not given)	0%	-9%	-1%	-14%	29%[12.7 µM]	29%	1%	3%[58.9 µM]	-6%
CCc1ccccc1NC1c2ccccc2C(=O)N1Cc1ccco1 (stereo not given)	-6%	-33%	0%	-6%	?	2%	10%	2%	-37%
Cc1cccc(Nc2nc(N3CCOCC3)nc(N3CCOCC3)n2)c1	-6%	-23%	2%	i	?	27%	-2%	-14%	-35%
CC(C)C[C@H](N)c1nnc(S(=O)(=O)Cc2ccc(F)cc2)o1	8%	-12%	-3%	-9%	?	55%[activator]	19%	14%	-26%
CCOC(=O)c1c(C)oc2nc(C)nc(NCCCN3CCN(c4cc(C)ccc4C)CC3)c12	3%	-33%	2%	-10%	-18%[59 µM]	18%	-5%	-6%	4%[57.1 µM]
COc1ccc(NS(=O)(=O)c2cc(N)ccc2N2CCCCC2)cc1	.	?	7%	i	-15%[12.7 µM]	-1%	17%	-22%	?
COc1ccc(CNc2nc3c(-c4ccc(C)cc4)nnn3c3ccccc23)cc1	-5%	-2%	1%	1%	-29%[59 µM]	39%	6%	40%[activator]	-2%
COC(=O)[C@@H]1C[C@@]2(O)[C@@H](O)[C@@H](O)[C@@H](O)C[C@H]2N1Cc1ccc(Cl)cc1	3%&-19%	-18%	-2%	i	-11%[12.7 µM]	39%	5%	22%	-24%
CCN1CCCC1CNC(=O)C(=O)NCCc1ccc(OC)c(OC)c1 (stereo not given)	1%	-1%	3%	7%	1%	25%	1%	30%[activator]	-9%
Cn1c(=O)c2c(nc(NCCO)n2CCCc2ccccc2)n(C)c1=O	-3%	-6%	9%	6%	-1%	18%	-5%	-5%	-3%
Cc1cc(C)cc(NC(=O)CCC(=O)N2CCSc3ccccc32)c1	-5%&-3%	-6%&-7%	-6%&2%	-1%	11%	48%&20%[activator]	-1%&-15%	20%&14%	-22%&-20%
CC(=O)c1ccc(NC(=O)C2(c3ccccc3)CCOCC2)cc1	-3%	-20%	-7%	8%	-5%[59 µM]	54%[activator]	-9%	8%	-2%
COc1ccc(OC)c(N2C(N)=C(C#N)C(c3ccc(OC)c(O)c3)C3=C2CC(C)(C)CC3=O)c1 (stereo not given)	-2%	-9%	1%	-8%	-4%[59 µM]	28%	-23%	36%[activator]	?
CC1CC(=O)Nc2ccccc2N1S(=O)(=O)c1ccc(F)cc1F (stereo not given)	-3%	-3%	0%	-1%	11%	25%	0%	64%[activator]	-14%
COc1ccc(-n2c(Cc3ccccc3)nnc2SCc2ccc([N+](=O)[O-])cc2)cc1	-4%	?	-8%	2%	50µM*	-14%	12%	-16%	?
COc1ccc(N(CC(=O)N2CCN(c3ccc(Cl)cc3)CC2)S(=O)(=O)c2c(C)noc2C)cc1	-11%	-27%	-3%	0%	-3%	12%	11%	6%	-23%
CC(=O)O[C@@H](C[C@@H](C)C1=C2C[C@H](O)C3[C@@]4(C)CCC(=O)C(C)(C)C4CC[C@]3(C)[C@@]2(C)CC1)[C@H]1OC1(C)C (stereo not given in full)	.	-31%	-1%	3%	.	29%	2%	13%	.
CC(=O)c1cccc(NC(=O)C2CCN(S(=O)(=O)c3c(C)n[nH]c3C)CC2)c1	2%	2%	-10%	10%	-9%[12.7 µM]	29%	16%	6%	-3%
O=c1oc2ccccc2c(N2CCN(c3ccccc3F)CC2)c1CN1CCCC1	2%	-25%	-4%	-1%	-26%[59 µM]	13%	15%	-2%	-18%

An excerpt taken from the entries so far, as a working copy:
SMILES	BLM helicase inh	JMJD2A Tudor	Pin1 inhibitor	PGK inhibitor	G9a inh	HP1b binding inh	GLS inhibitor	Pol iota inh	BAZ2B inh
COc1ccc(N(CC(=O)N2CCN(c3ccc(Cl)cc3)CC2)S(=O)(=O)c2c(C)noc2C)cc1	-11%	-27%	-3%	0%	-3%	12%	11%	6%	-23%
CC(=O)O[C@@H](C[C@@H](C)C1=C2C[C@H](O)C3[C@@]4(C)CCC(=O)C(C)(C)C4CC[C@]3(C)[C@@]2(C)CC1)[C@H]1OC1(C)C (stereo not given in full)	.	-31%	-1%	3%	.	29%	2%	13%	.
CC(=O)c1cccc(NC(=O)C2CCN(S(=O)(=O)c3c(C)n[nH]c3C)CC2)c1	2%	2%	-10%	10%	-9%[12.7 µM]	29%	16%	6%	-3%
O=c1oc2ccccc2c(N2CCN(c3ccccc3F)CC2)c1CN1CCCC1	2%	-25%	-4%	-1%	-26%[59 µM]	13%	15%	-2%	-18%

Next entries follow:
SMILES	BLM helicase inh	JMJD2A Tudor	Pin1 inhibitor	PGK inhibitor	G9a inh	HP1b binding inh	GLS inhibitor	Pol iota inh	BAZ2B inh
CCOc1ccccc1NC(=O)C1CCCN1S(=O)(=O)c1ccccc1C(F)(F)F (stereo not given)	.	9%	-4%	-2%	21%[59 µM]	40%	0%	8%	-2%
CC(C)OC(=O)COc1cc(O)c2c(=O)cc(-c3ccccc3)oc2c1	0%	-36%	-3%	i	?	15%	-4%	15%	-15%
CC(=O)Nc1ccc(S(=O)(=O)NCCC(=O)N2CCC(Cc3ccccc3)CC2)cc1	.	-6%	-1%	-7%	8%[12.7 µM]	12%	0%	15%	8%
CCOC(=O)c1ccc(Nc2cc(C)nc(-c3ccccc3O)n2)cc1	-5%	-20%	-14%	-5%	-32%[12.7 µM]	35%	8%	25%	3%
COc1ccc(Cl)cc1NC(=O)C1CCN(C(=O)C2CC(=O)N(c3ccc(C)cc3)C2)CC1 (stereo not given)	-2%	-10%	0%	0%	11%	14%[57 µM]	-12%	7%	3%
Cn1c(=O)c2sccc2n2c(CCCC(=O)Nc3ccc(Oc4ccc(Cl)cc4)cc3)nnc12	-1%	-3%	10%	0%	-2%[59 µM]	44%[activator]	2%	-12%	-22%
O=c1cc(CSc2nnc(NC3CCCCC3)s2)nc2sccn12	-1%	4%	-8%	4%	?	3%	4%	13%	1%
COc1ccc(CCC(=O)N2CCc3c([nH]c4ccccc34)C2c2ccc(F)cc2)cc1 (stereo not given)	-10%	-29%	0%	-2%	?	17%[57 µM]	2%	5%	2%
COCCCn1c(C)cc(C(=O)COC(=O)CCc2nc3ccccc3c(=O)[nH]2)c1C	-5%	-26%	-7%	-10%	.	-13%	9%	29%	-18%
CCOc1ccccc1NC(=O)Cn1nnc(C(=O)Nc2ccccc2Cl)c1N	-7%	-6%	10%	-4%	-41%	20%	-5%	30%[activator]	?
O=C(CC1CCS(=O)(=O)C1)NC1CCCCC1 (stereo not given)	-1%	-2%	4%	-7%	8%	24%	10%	32%[activator]	6%
O=C(CCN(CCO)Cc1ccccc1)Nc1ccc(Br)cc1	-6%	-19%	-10%	-2%	-16%	13%	-3%	24%	5%
c1coc(-c2nc3cc4ccccc4cc3nc2-c2ccco2)c1	.	7.9µM*	?	.	.	7.9µM*	.	8.9µM*	.
COc1ccccc1N1C(=O)c2cccc3c(C(=O)O)ccc(c23)C1=O	2%	79µM*	-9%	-3%	-11%	-8%	1%	-7%	-5%
CCC(Oc1ccccc1)C(=O)N(C)CC(=O)N(CC(C)C)c1c(N)n(CC(C)C)c(=O)[nH]c1=O (stereo not given)	.	3%	3%	4%	?	17%	0%	19%	24%
CC(OC(=O)c1ccc(CN2CCCC2=O)cc1)C(=O)Nc1ccc(Cl)cc1 (stereo not given)	.	1%	2%	0%	6%[12.7 µM]	21%	3%	9%	7%
CCOC(=O)C1CCN(c2cc3c(cc2NC(=O)c2ccc(Cl)cc2)n(C)c(=O)n3C)CC1	-4%	-10%	?	5%	-30%[59 µM]	31%[activator]	2%	26%	?
CCC(=O)N1CCc2cc(Br)cc(S(=O)(=O)CCC(=O)NCCOC)c21	-1%	-14%	0%	i	9%	26%	1%	11%	-20%
OCC1(CCc2ccccc2)CCN(Cc2cc(F)ccc2-n2cccn2)CC1	-6%	-10%	-1%	-6%	4%	41%[activator]	2%	22%	0%
CC(=O)c1ccc(NS(=O)(=O)c2ccc(-c3cc(C)no3)s2)cc1	-2%	-20%	0%	i	4%[59 µM]	53%[activator]	-6%	-12%	-3%
O=c1cc(N2CCCCC2)c2ccccc2o1	-3%	-6%	0%	-9%	-1%	32%	1%	18%	3%
CS(=O)(=O)N1CCN(C(=O)c2ccc3c(c2)OCCO3)CC1	-7%	-14%	-8%	-1%	.	23%	-1%	22%	3%
CCOC(=O)N/N=C(C)/C=C/c1ccco1	-2%	-13%	-4%	i	11µM*	42%[activator]	-2%	11%	3%
